Compound activity deposited in PubChem BioAssay by The Scripps Research Institute Molecular Screening Center.
CHRM1 antagonist = blocks human M1 muscarinic receptor; CHO-K1 hM1, Fluo-8 calcium fluorescence, ACh EC80 antagonist; 1.3% of 360,000 active; AID 588852; P11229; inhibition, % at 3 µM;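 active = percent inhibition above its own plate's cutoff, namely the mean of that plate's compound wells plus 3 SD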;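 also: peak over basal fluorescence ratio during 140 s after agonist addition; 0% = ACh EC80 plus DMSO and 100% = DMSO alone without agonist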
M4 ag = agonists of human muscarinic M4 receptor (CHRM4) | P08173 | activation, % at 3 µM | CHO-K1 hM4/Gqi5, Fluo-8 calcium fluorescence; vehicle 0%, full acetylcholine response 100% | 0.14% of 360,000 active | AID 624127;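 active = activation above the run mean over all test wells plus 3 SD, cut at about 32% in these data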;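 also: peak over basal fluorescence ratio per well then scaled between controls; 0% = DMSO wells and 100% = acetylcholine at EC100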
Target sequence (P08173 whole entry, looked up): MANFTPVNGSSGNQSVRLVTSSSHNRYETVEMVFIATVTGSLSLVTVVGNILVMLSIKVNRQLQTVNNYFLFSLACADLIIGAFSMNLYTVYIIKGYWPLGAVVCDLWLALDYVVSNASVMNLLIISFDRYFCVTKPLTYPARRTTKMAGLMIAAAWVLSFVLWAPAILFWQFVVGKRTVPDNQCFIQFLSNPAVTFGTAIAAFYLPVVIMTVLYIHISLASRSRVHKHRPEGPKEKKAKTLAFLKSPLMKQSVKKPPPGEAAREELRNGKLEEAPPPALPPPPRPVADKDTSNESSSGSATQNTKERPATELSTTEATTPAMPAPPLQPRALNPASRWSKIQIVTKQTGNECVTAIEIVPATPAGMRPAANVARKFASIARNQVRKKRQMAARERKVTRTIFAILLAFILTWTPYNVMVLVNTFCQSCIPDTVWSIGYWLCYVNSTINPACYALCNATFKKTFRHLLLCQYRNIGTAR
M5 antag = CHRM5 antagonism in calcium assay | CHO-hM5 cells, Fluo-8 calcium fluorescence, ACh EC80 | P08912 | 0.59% of 360,000 active | inhibition, % at 3 µM;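 active = inhibition above a per-plate cutoff, the mean of that plate's test compounds plus 3 SD, cut at about 27% in these data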;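 also: 0% = acetylcholine EC80 with DMSO and 100% = DMSO without agonist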
CHRM1 PAM = positive allosteric modulators of human M1 muscarinic receptor; P11229; CHO-K1 hM1, Fluo-8 calcium fluorescence, ACh EC20; 0% = ACh EC20, 100% = maximal ACh; activation, % at 3 µM; 0.088% of 360,000 active; in the data active = activation above about 19%, passing the limit was not always enough
TAAR1 agonist = human TAAR1 agonism. Q96RJ0. CHO RD-HGA16 TAAR1, Fluo-8 calcium fluorescence; vehicle wells 0%, saturating PEA agonist 100%. activation, % at 3 µM. 0.99% of 360,000 active;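 active = activation above the mean activation of all test compounds in the run plus 3 SD, cut at about 38% in these data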
Target sequence (Q96RJ0 whole entry, looked up): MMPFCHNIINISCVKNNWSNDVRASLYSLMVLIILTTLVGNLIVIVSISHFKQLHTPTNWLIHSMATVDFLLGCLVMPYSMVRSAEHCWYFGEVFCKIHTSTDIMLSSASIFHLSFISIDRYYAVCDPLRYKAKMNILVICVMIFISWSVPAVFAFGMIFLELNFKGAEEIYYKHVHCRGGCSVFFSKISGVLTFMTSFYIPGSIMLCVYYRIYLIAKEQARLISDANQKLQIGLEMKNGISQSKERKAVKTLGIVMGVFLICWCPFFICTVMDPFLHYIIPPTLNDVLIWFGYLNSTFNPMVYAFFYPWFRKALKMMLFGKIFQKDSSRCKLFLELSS
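Test system: RD-HGA16 (CHO) cells co-expressing Gα16 and hTAAR1 | Doses: Single dose, 3 µM | Schedule: 17-24 h seeding, 75 min 37 °C dye, 30 min RT | Evaluation: % activation from peak over basal fluorescence ratio, DMSO-to-PEA scaled | Technique: Kinetic Fluo-8 calcium fluorescence | Benchmarks: Low control DMSO, high control PEA (EC100)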
M5 PAM = CHRM5 positive allosteric modulation. P08912. CHO-K1 hM5, Fluo-8 calcium, ACh EC20 PAM; 0% = ACh EC20, 100% = ACh EC100. activation, % at 3 µM. 0.3% of 360,000 active;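 active = activation above the run cutoff, the mean activation of all test compounds plus 3 SD, cut at about 18% in these data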
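System: CHO-K1 hM5 cells. Reagent: acetylcholine, EC20 level. Compound dosing: single dose, 3 µM nominal final test concentration. Timing: Post-acetylcholine fluorescence recording 140 s. Detection: Fluo-8 calcium fluorescence. Read-out: % activation, ACh-normalized. Benchmarks: ACh EC20 and EC100 wells. Repeats: singlicate, one well per test compound.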
M5 ag = CHRM5 agonism in calcium assay | AID 624037 | P08912 | 0.19% of 360,000 active | activation, % at 3 µM | CHO-K1 hM5 cells, Fluo-8 calcium fluorescence; 0% DMSO wells, 100% maximal acetylcholine response;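 active = activation above the run's mean over test compounds plus 3 SD, cut at about 23% in these data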;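 also: signal is peak over basal fluorescence ratio across the kinetic read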
M4 antag = blocks acetylcholine activation of human M4 receptor | P08173 | CHO-hM4 cells, ACh EC80, Fluo-8 calcium fluorescence | AID 624125 | 0.73% of 360,000 active | inhibition, % at 3 µM;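 active = inhibition above its plate's cutoff, the mean inhibition of sample wells plus 3 SD, cut at about 27% in these data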;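 also: 0% = acetylcholine EC80 with DMSO and 100% = DMSO without agonist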
M1 ag = human M1 muscarinic receptor agonism; P11229; CHO-K1 hM1, Fluo-8 calcium fluorescence, agonist mode; 0% DMSO, 100% acetylcholine EC100; activation, % at 3 µM; 0.33% of 360,000 active; AID 588814;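 active = activation above the run's mean compound activation plus 3 SD, cut at about 16% in these data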;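 also: peak over basal fluorescence ratio within a 140 s kinetic read after compound addition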
* hit, by the source's call; . = no result given.

cpd	smiles	CHRM1 antagonist	M4 ag	M5 antag	CHRM1 PAM	TAAR1 agonist
1	CN(CCCNC(=O)C1CCCN(S(=O)(=O)c2cnc[nH]2)C1)c1ccccc1 (stereo not drawn)	-21	1	-7	12	1
2	Cn1c2ccccc2c2c(C(=O)N3CCN(c4ccccc4)CC3)cn(C3CCCC3)c(=O)c21	6	7	16	-3	21
3	Cc1nn(C)c(Cl)c1NC(=O)OCc1ccccc1	-7	4	-3	11	10
4	CCCCOC(=O)Cc1c(O)c2ccccc2[nH]c1=O	6	1	-3	3	-1
5	Cn1c(SCC(=O)c2cc3ccccc3o2)nnc1-c1ccccc1	0	4	4	2	5
6	CCC(C)Sc1ccc(-c2nc3ccccn3c2NCc2ccccc2)cc1OC (stereo not drawn)	25	14	16	-9	.
7	Cc1nc(N2CCC(C(N)=O)CC2)c2nnn(Cc3ccccc3)c2n1	-8	0	5	8	18
8	COc1ccc(/C=C/C(=O)NC(=S)N2CCCC(C(N)=O)C2)cc1 (stereo not drawn)	-19	4	2	16	1
9	COc1ccc2c(=O)c(-c3ccc4c(c3)OCO4)coc2c1	12	1	3	-7	9
10	COCCNc1nc2cc(-c3ccc(F)cc3)sc2c(=O)n1C	-15	1	-4	7	1
11	O=C(NCc1ccco1)c1ccc(-c2cccc(Cl)c2)o1	-13	1	0	6	1
12	Cc1ccc(NC(=O)COC(=O)c2ccccc2Cl)cc1S(=O)(=O)N(C)C	-12	7	3	6	9
13	COC(=O)CNC(=O)C1Nc2ccc(OC(F)(F)F)cc2C2C=CCC12 (stereo not drawn)	-6	2	4	6	2
14	Cc1nonc1OC(C)CNCCNc1ccc([N+](=O)[O-])cc1 (stereo not drawn)	-14	1	2	18	4
15	Cc1ccc(NC(=O)C2=C(C(=O)O)CCCC2)cc1Br	-9	0	-5	5	2

cpd	M5 PAM	M5 ag	M4 antag	M1 ag
1	2	0	-12	-3
2	-23	-7	10	0
3	0	2	9	-3
4	0	-2	-3	-2
5	-4	2	1	-8
6	-28	0	29*	-6
7	-5	1	-3	-2
8	-5	-4	-4	-2
9	5	3	2	-7
10	-4	0	-20	-2
11	4	-6	-14	-5
12	-6	3	-2	-2
13	-1	6	-1	-5
14	7	0	9	-1
15	1	3	1	-4

Additional compounds follow.
cpd	smiles	CHRM1 antagonist	M4 ag	M5 antag	CHRM1 PAM	TAAR1 agonist
16	CC(C)Cc1csc(=S)[nH]1	9	2	12	-6	9
17	CCN(CC(=O)NCc1ccc(Cl)cc1)C(=O)CCc1ccccc1O	-8	2	-2	18	-2
18	Cc1ccccc1-c1nc(C#N)c(N2CCC(C)CC2)o1	-11	-1	1	5	-2
19	Cc1sc2ncnc(SCC(=O)NCC3CCCO3)c2c1C (stereo not drawn)	-6	1	-2	7	4
20	C=CCSc1nnc(NC(=O)COc2ccccc2)s1	-6	0	4	4	13
21	Cc1ccc(-c2nc3ncccn3c2NC(=O)C2CC2)cc1	-8	13	-2	7	-3
22	CCOc1ccc(OCCC(=O)OCC(=O)c2c(N)n(CC(C)C)c(=O)n(C)c2=O)cc1	6	16	9	-15	5
23	CC(=O)c1ccc(NC(=O)c2cc(Cl)sc2Cl)cc1	1	2	5	-4	3
24	Cc1ccc(Nc2c([N+](=O)[O-])c(=O)oc3ccccc23)cc1	12	2	8	-10	4
25	CCOC(=O)N1CCN(c2nnc(-c3ccc(C)cc3)c3ccccc23)CC1	25	3	-1	-27	-3
26	O=C(NCc1ccco1)C(=O)N1CCCC1	-15	1	6	10	5
27	O=C(NNc1c(Cl)cccc1Cl)c1ccno1	-9	1	2	7	1
28	COc1cccc(C2C(C(=O)c3cc4cccc(OC)c4o3)=C(O)C(=O)N2c2cc(C)on2)c1OC (stereo not drawn)	6	0	3	-2	-1
29	O=C(Nc1ccc(F)c(F)c1)c1cnc(-c2ccccc2)nc1-c1ccccc1	-8	1	-7	3	20
30	Clc1ccc(OCCCNCc2ccccc2)c2ccccc12	5	19	17	2	22

cpd	M5 PAM	M5 ag	M4 antag	M1 ag
16	-6	7	-2	0
17	4	-1	-14	-3
18	0	-3	-1	-7
19	3	-1	-8	-6
20	3	-4	-15	-4
21	1	-2	-2	-2
22	-10	6	-7	0
23	-7	-5	-4	-5
24	11	-6	-4	-10
25	-3	-4	2	-11
26	-2	-2	-9	-4
27	4	-3	8	-3
28	2	-1	3	-3
29	1	2	-4	-3
30	2	9	8	0

(listing goes on)
cpd	smiles	CHRM1 antagonist	M4 ag	M5 antag	CHRM1 PAM	TAAR1 agonist
31	O=C(COc1ccc(OCc2ccccc2)cc1)NN=C1CCCC1	-12	1	5	8	1
32	Nn1c(SCC(=O)Nc2ccc(S(N)(=O)=O)cc2)nnc1-c1ccco1	-9	0	16	10	4
33	O=C(COc1ccccc1[N+](=O)[O-])NCCC1=CCCCC1	9	1	0	-5	12
34	CCOC(=O)c1oc2ccccc2c1CSc1nnnn1-c1ccc(OC)cc1	-8	0	10	4	4
35	CSc1nc(=S)n(-c2cc(C)ccc2C)c(C)c1C(C)=O	-1	0	5	4	0
36	CC(C)(C)C1=NN(C(=O)c2ccccc2)C(O)(C(C)(C)C)C1 (stereo not drawn)	-2	0	1	4	5
37	NS(=O)(=O)c1ccc(CNC(=O)c2cc(S(=O)(=O)N3CCOCC3)c(Cl)cc2Cl)cc1	-4	1	-1	4	3
38	NC(=O)C1CCCNC1 (stereo not drawn)	-19	1	3	1	3
39	COC(=O)c1ccc(OC(C)C(=O)c2ccc(C)cc2)cc1 (stereo not drawn)	-1	-1	7	4	8
40	Cc1ccc(C)c(S(=O)(=O)N2CCCOC2CNC(=O)C(=O)NCCc2ccccc2)c1 (stereo not drawn)	-9	11	0	3	23
41	C#CCN1C(C)=CC(=O)[C@@H](O)[C@H]1c1ccccc1Br	-9	1	-8	7	5
42	O=C1CCc2cc(S(=O)(=O)N3CCC(C(=O)Nc4nccs4)CC3)ccc2N1	-2	2	5	-2	2
43	O=Cc1coc2ccc3ccccc3c2c1=O	-11	0	8	8	-1
44	Cc1cc(C)c(OCCOCCN2CCNCC2)c(C)c1	3	2	-3	-3	2
45	O=C(CCC(=O)N1CCN(C(=O)c2ccco2)CC1)c1ccc(F)cc1	6	0	16	0	2

cpd	M5 PAM	M5 ag	M4 antag	M1 ag
31	5	-1	-9	-4
32	-8	-5	-7	-2
33	-4	-13	7	-7
34	-10	1	-5	-2
35	0	-4	4	-1
36	2	-2	1	-2
37	2	-2	-23	-6
38	-3	0	-2	-1
39	-2	-3	9	-6
40	3	0	-15	-1
41	5	1	-5	-4
42	-2	-1	-3	-5
43	-7	3	1	1
44	45*	-8	-22	-6
45	-7	-1	2	-7

Continued.
cpd	smiles	CHRM1 antagonist	M4 ag	M5 antag	CHRM1 PAM	TAAR1 agonist
46	CC(C)(C)c1ccc(S(=O)(=O)N2CCN(CC(O)CN3CCOCC3)CC2)cc1 (stereo not drawn)	-6	2	4	13	-1
47	CC1CCCCN1C(=O)CSc1nc2ccccc2n1CC(=O)N1CCc2ccccc21 (stereo not drawn)	1	1	-1	-3	11
48	Cc1ccc(S(=O)(=O)CCC(=O)Nc2cccc(C)c2)cc1	-13	1	1	3	2
49	Cc1ccccc1NS(=O)(=O)c1ccc(C(=O)N2CCN(c3ccccc3O)CC2)cc1	22	27	9	-12	19
50	COC(=O)c1cc(OC)c(OC)cc1NC(=O)CSc1ccc(C)cc1	-3	0	8	6	1
51	COc1cc2ccccc2cc1C(=O)Nc1ccc(C)cc1	-7	2	7	0	-3
52	Cc1noc(C)c1S(=O)(=O)Nc1ccc(C(=O)N2CCc3ccccc3C2)cc1	-28	3	-18	8	2
53	COc1ccc(S(=O)(=O)Nc2ccc(S(=O)(=O)NCC3CCCO3)cc2)cc1 (stereo not drawn)	1	3	14	3	7
54	CCOc1ccc(NC(=O)CNC(=O)c2ccc(OC)cc2)cc1	-1	0	7	3	-1
55	Cc1cnc(C(=O)OCc2ccc(COC(=O)c3cnc(C)cn3)cc2)cn1	-10	4	9	6	0
56	O/N=C/c1cccn1-c1ccc(O)cc1	-2	2	2	7	15
57	Cc1cccc(NC(=O)c2sc(C)nc2C)c1	-7	1	-3	3	3
58	O=C(CCCN=C1NS(=O)(=O)c2ccccc21)OCC(=O)c1ccccc1Cl	-4	9	5	9	7
59	Cc1ccccc1N1CCN(C(=O)c2ccccc2NC(=O)/C=C\C(=O)O)CC1	-12	2	-9	3	5
60	CC12CCC(C(=O)NCc3ccc(Cl)cc3)(OC1=O)C2(C)C (stereo not drawn)	4	2	1	-4	10

cpd	M5 PAM	M5 ag	M4 antag	M1 ag
46	11	-4	-9	-1
47	0	-4	-10	-7
48	-5	-2	-10	-9
49	-13	8	1	5
50	-7	-1	3	-4
51	3	-7	-2	-5
52	20*	-2	-1	-1
53	-5	1	2	6
54	-4	1	3	-3
55	-1	2	-4	-3
56	2	-4	6	-5
57	0	-1	-17	-3
58	-13	6	-14	1
59	1	-3	0	-6
60	-1	-2	10	-9

Only part of the results is shown (hit frequency here may not be typical).
